High-throughput results as filed in PubChem.
DAT uptake mod = changed hDAT dopamine uptake under cocaine IC80, either direction, primary screen, cocaine antagonist project, cell-based, LLC-PK1 hDAT, [14C]-dopamine uptake, MLSMR; actives 1.3% (n = 110,000); LLC-PK1 hDAT cells, [14C]-dopamine uptake with cocaine IC80; actives deviate in either direction; Sodium-dependent dopamine transporter (Homo sapiens), Q01959; AID 449768, 2010; B-score at 10 µM;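 active = Z score or B-score, a plate-position-corrected score, falls beyond the plate's 99.7% confidence bounds, in either direction; inactive = both scores lie inside the 99.7% bounds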;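 note: scored against the spread of the other compound wells on the same plate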
Target sequence (Q01959 whole entry, looked up): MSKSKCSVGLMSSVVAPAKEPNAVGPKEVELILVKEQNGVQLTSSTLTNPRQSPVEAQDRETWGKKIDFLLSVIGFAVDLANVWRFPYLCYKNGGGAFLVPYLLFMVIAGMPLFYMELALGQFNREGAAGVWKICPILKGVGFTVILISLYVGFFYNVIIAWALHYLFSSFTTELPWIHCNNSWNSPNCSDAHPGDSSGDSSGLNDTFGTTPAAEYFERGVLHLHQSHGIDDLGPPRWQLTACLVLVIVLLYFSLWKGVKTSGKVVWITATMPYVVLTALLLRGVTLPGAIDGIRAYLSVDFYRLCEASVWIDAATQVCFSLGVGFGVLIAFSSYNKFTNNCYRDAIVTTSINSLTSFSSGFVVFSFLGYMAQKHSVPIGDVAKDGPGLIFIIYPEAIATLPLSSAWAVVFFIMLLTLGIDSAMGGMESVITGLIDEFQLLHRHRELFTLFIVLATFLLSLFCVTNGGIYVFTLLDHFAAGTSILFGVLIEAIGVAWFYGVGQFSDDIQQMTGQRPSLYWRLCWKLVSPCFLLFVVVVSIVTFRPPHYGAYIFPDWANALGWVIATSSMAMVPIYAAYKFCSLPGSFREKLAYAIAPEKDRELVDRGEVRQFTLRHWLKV
H69AR growth 86K = proliferation blockers of H69AR lung cancer cells, primary screen, cell-based, human, 86K library. H69AR lung tumor viability, ATP luminescence, 72 h; stronger effect = lower value. viability, % at 10 µM. actives 6% (n = 85,000). AID 598, 2007;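 active = viability at or below 40%; inactive = viability above 40%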;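 note: multidrug resistant small cell line overexpressing MRP-1 efflux transporter; 100% = mean luminescence of untreated control wells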
S1P2 blocker = human S1P2 receptor antagonists, primary screen, cell-based; cell-based S1P2 antagonist assay, inhibition at 5 uM; inhibition, % at 5 µM; actives 0.21% (n = 97,000); AID 736, 2007; in the data active = inhibition above about 45%;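 note: CRE beta-lactamase reporter cells expressing human S1P2 stimulated with S1P; 0% = agonist at EC80 alone and 100% = agonist plus reference antagonist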
Target sequence (O95136 whole entry, looked up): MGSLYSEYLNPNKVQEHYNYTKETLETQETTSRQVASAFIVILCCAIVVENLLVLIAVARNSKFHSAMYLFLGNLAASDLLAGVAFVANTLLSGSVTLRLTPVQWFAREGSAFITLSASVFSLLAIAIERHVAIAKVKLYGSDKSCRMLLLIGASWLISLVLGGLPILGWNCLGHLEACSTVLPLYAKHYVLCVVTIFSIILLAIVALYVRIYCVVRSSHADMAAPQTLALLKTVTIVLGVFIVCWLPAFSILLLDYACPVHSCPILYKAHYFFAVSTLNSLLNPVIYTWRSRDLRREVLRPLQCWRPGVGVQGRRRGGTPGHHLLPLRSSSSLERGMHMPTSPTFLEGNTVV
HUVEC inhibit = inhibitors of HUVEC proliferation, primary screen, cell-based, 384-well | actives 1.1% (n = 86,000) | viability, % at 10 µM (by protocol) | AID 648, 2007 | CellTiter-Glo luminescence, 72 h; stronger effect = lower value;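 active = viability at or below 30%; inactive = viability above 30%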;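 note: 100% = median luminescence of DMSO-only cell control wells on each plate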
Lung fibro prol = antiproliferative effect on LL 47 fibroblasts – human, LL 47 cells, CellTiter-Glo luminescence, primary screen; LL 47 human lung fibroblast viability, ATP luminescence; stronger effect = lower value; viability, % at 10 µM; actives 1.1% (n = 85,000); AID 719, 2007;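 active = viability at or below 50% in the single dose screen; inactive = viability above 50%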;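 note: compound exposure lasted 72 h before the ATP readout; 100% = median luminescence of untreated cell-only wells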
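Test system: LL 47 human lung fibroblasts / Quantity: 1,150 cells in each well / Medium: IMEM growth medium with 15% fetal bovine serum / Incubation: 72 h compound exposure at 37 °C after overnight plating / Detection: CellTiter-Glo luminescence measuring cellular ATP / Read-out: % viability versus median cells-only luminescence / Benchmarks: cell-only wells, no compound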
E coli WT exp = growth inhibitors of wild-type E. coli, primary screen, strain BW25113, expanded library, OD600; actives 0.15% (n = 98,000); growth inhibition, % at 100 µM; OD600 absorbance;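 active = growth inhibition above about 50% at one test dose, limit read from the data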;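 note: growth measured after 20 h incubation at 37 °C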
S1P2 agonist = S1P2 receptor agonists, primary screen, cell-based; Sphingosine 1-phosphate receptor 2 (Homo sapiens), O95136; S1P2-expressing cell line, agonist reporter read-out; actives 0.46% (n = 97,000); activation, % at 4.5 µM; in the data active = activation above about 16%;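 note: 0% = vehicle low control and 100% = maximal reference agonist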
PostGolgi ctrl = growth inhibition of yeast control strain, primary screen, counter-screen for post-Golgi transport modulator project. inhibition, % at 10 µM. efflux-deficient yeast background strain, growth absorbance A615, 16 h. actives 5% (n = 98,000)
PostGolgi yeast = phenotypic screen on post-Golgi transport, primary screen; inhibition, % at 10 µM; post-Golgi transport phenotypic cell assay; actives 0.9% (n = 98,000);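 note: yeast cells grown in 1536-well plates; yeast grown about 18 h at 30C before absorbance read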
* = called active by the depositor; / = not tested or not shown. Cut-off read from the data, not from the text of the source, unless noted: active = inhibition above about 30%; inactive = the rest. Outcome played no part in choosing rows; about 11% have a hit in one of these screens.

SMILES	DAT uptake mod	H69AR growth 86K	S1P2 blocker	HUVEC inhibit	Lung fibro prol	E coli WT exp	S1P2 agonist	PostGolgi ctrl	PostGolgi yeast
O=C(O)C1C2C=CC(C3CC23)C1C(=O)O (configuration not stated)	-0.42	104	-12	100	101	/	-4	/	/
Cc1ccc(NC(=O)c2ccnc(C(C)(C)C)c2)cc1	1.9	78	9	117	103	/	-7	/	/
N#C/C(C(N)=O)=c1/ccc2c(c1)N1C3=C(CCCC3)CC3CCCCC31N=2 (configuration not stated)	0.0056	1.9*	-10	44	88	-29	-8	18	6
CC(C)(C)c1cc(C(=O)O)n[nH]1	-0.26	88	-4	104	113	-12	-2	5	-12
O=C(CN1C(=O)c2ccccc2C1=O)N1CCN(c2ccccn2)CC1	0.4	92	7	109	100	3	-4	-12	-8
C=CCn1c(SCC(=O)Nc2ccccc2CC)nnc1-c1ccncc1	-0.027	96	7	103	/	3	-14	2	3
CCCCOc1ccc(C)cc1CN(CCO)CCO	-0.013	95	1	103	99	2	-2	7	-4
CNS(=O)(=O)c1cc(OCC(N)=O)c(C)cc1Cl	-1.1	91	7	93	95	-1	-4	2	-2
COC(=O)C1CCN(C(=O)COC(=O)c2n[nH]c3ccccc23)CC1	-0.37	100	15	93	108	-1	-5	12	0
CCN(CC)CCN(Cc1cc2cc(C)ccc2[nH]c1=O)C(=O)Nc1ccccc1OC	0.39	62	9	74	95	2	-6	-6	-3
Cc1ccccc1N(CC(=O)NCc1ccncc1)S(C)(=O)=O	0.45	93	-1	88	96	-5	2	4	-10
CCOc1ccc(/C=C/[N+](=O)[O-])c2ccccc12	-2.8	/	2	/	/	6	0	81*	78*
FC(F)(F)c1cc(-c2ccccc2)nc(-n2cncn2)n1	-0.14	80	-23	104	103	5	-5	2	0
O=C(O)c1cc2ccccc2n1-c1ccccc1	-1	94	/	92	97	4	/	-1	-1
O=C(COC(=O)CCC(=O)c1ccc2c(c1)OCCO2)NCc1ccc2c(c1)OCO2	-1.4	91	5	91	/	-3	-9	4	-1
CCN(CC)CCOCCOc1ccccc1F	-0.017	104	10	89	93	0	-4	1	-7
Nc1nnnn1NCc1cccc(OCc2ccccc2)c1	0.0036	103	3	95	94	7	-5	3	10
COc1ccccc1N(CC(=O)NC1CCCCC1)C(=O)CCC(=O)Nc1ccccn1	0.05	93	-1	95	106	2	-1	15	-3
Cc1noc(N)c1C(=O)Nc1ccc(F)cc1	-0.14	99	-7	88	97	7	-2	23	3
CCCn1nc(C(=O)Nc2cc(C(=O)OC)ccc2C)c2ccccc2c1=O	0.4	80	0	92	111	-6	-5	-10	1

Nothing new here: 5 of the compounds above.
SMILES	DAT uptake mod	H69AR growth 86K	S1P2 blocker	HUVEC inhibit	Lung fibro prol	E coli WT exp	S1P2 agonist	PostGolgi ctrl	PostGolgi yeast
CCN(CC)CCOCCOc1ccccc1F	-0.017	104	10	89	93	0	-4	1	-7
Nc1nnnn1NCc1cccc(OCc2ccccc2)c1	0.0036	103	3	95	94	7	-5	3	10
COc1ccccc1N(CC(=O)NC1CCCCC1)C(=O)CCC(=O)Nc1ccccn1	0.05	93	-1	95	106	2	-1	15	-3
Cc1noc(N)c1C(=O)Nc1ccc(F)cc1	-0.14	99	-7	88	97	7	-2	23	3
CCCn1nc(C(=O)Nc2cc(C(=O)OC)ccc2C)c2ccccc2c1=O	0.4	80	0	92	111	-6	-5	-10	1

Other results
SMILES	DAT uptake mod	H69AR growth 86K	S1P2 blocker	HUVEC inhibit	Lung fibro prol	E coli WT exp	S1P2 agonist	PostGolgi ctrl	PostGolgi yeast
O=C(c1ccc(Cl)s1)N1CCN(c2nc3ccccc3s2)CC1	0.0014	79	4	89	94	-1	-3	17	-5
Cc1cc(N2CCCC2)nc(-c2ccccc2O)n1	-0.76	53	3	85	90	-4	-1	8	8
C/C(Cn1nc([N+](=O)[O-])cc1C)=N\NC(=O)c1ccc(O)cc1O	0.0026	/	-1	/	/	6	-7	2	18
Cc1cc(=O)oc2cc(OCC(O)CN3CCc4ccccc4C3)ccc12 (configuration not stated)	0.75	88	-13	94	100	9	-4	0	11
CN(C)CCCNCCCNC(=O)c1ccco1	-0.0039	91	11	97	111	-5	-5	10	-7
Cn1c(=O)[nH]c(=O)c2c1nc(CN1CCN(c3cccc(Cl)c3)CC1)n2Cc1ccccc1Cl	0.19	12*	/	59	83	-2	/	51*	8
CCOC(=O)C1CCN(Cc2ccc(F)c(Br)c2)CC1	0.83	106	/	98	95	5	/	-8	0
O=C(c1ccc(-n2cnnn2)cc1)N1CCN(C(c2ccccc2)c2ccccc2)CC1	1.7	78	-9	89	96	0	-1	11	4
COc1ccc(CNC(=O)c2cc(-c3ccccc3O)n[nH]2)cc1	-0.065	/	-3	88	97	-11	-4	6	0
Cc1cc(C)n2nc(S(=O)(=O)N(C)c3ccccc3)nc2n1	0.32	85	-5	86	106	1	52*	1	0
CC(O)Cn1c(=O)c2c(nc(Br)n2Cc2ccccc2)n(C)c1=O (configuration not stated)	0.26	84	-6	92	104	/	-5	/	/
O=C1[C@@H]2[C@H](C(=O)N1Cc1cccnc1)[C@H]1C=C[C@@H]2C1	-1.2	94	-7	100	95	4	-3	-1	-2
Cc1cc2cc(CNC(=O)C3CC3)ccc2n1C	-0.16	/	8	/	/	3	-8	-2	1
COc1ccc(N(C(=O)Nc2ccc(Cl)cc2)C2=NCCC2)cc1	0.1	79	11	85	100	23	-3	21	-1
S=c1nc(-c2ccccc2)[nH]n1-c1ccccc1	/	102	-10	104	91	-9	-5	12	-3
O=C(COC(=O)C1c2ccccc2Oc2ccccc21)NC1CCS(=O)(=O)C1 (configuration not stated)	0.25	100	14	93	109	10	-1	-1	-9
Cn1c(=O)[nH]c(=O)c2c1nc(Br)n2CCSc1ncccn1	-0.013	88	-25	102	105	1	-5	36*	-6
CCOC(=O)N1CCN(S(=O)(=O)c2ccc(OCC)cc2)CC1	0.52	/	3	/	/	1	0	10	8
NC(=S)N=Nc1c(O)n(C2OC(=O)c3ccccc32)c2ccccc12 (configuration not stated)	/	/	-14	/	/	-1	-4	-3	-7
Cc1ccccc1NC(=O)C(C)c1ccc(-c2ccccc2)c(F)c1 (configuration not stated)	-0.89	/	-6	/	/	2	-2	12	-2
CCOC(=O)c1c(C)n(C)c2ccc(O)c(CN(CC)CC)c12	-0.76	90	-16	89	90	-3	-7	0	1
COC(=O)c1cc(OC)c(OC)cc1NC(=O)CSc1ccccc1	-0.041	/	-7	/	/	-1	-4	43*	-1
O=C(Nc1ccccc1F)c1ccc(-n2cncn2)nc1	/	/	3	/	/	-2	-5	3	3
CCNCc1cc2cc(C)ccc2[nH]c1=O	-0.061	79	0	88	94	3	-5	-2	7
CCOC(=O)C(NC(=O)c1ccccc1)=C1CCCCC1	-0.26	95	-10	107	102	0	2	1	-3
CCCc1cc(C(=O)Nc2sc(C)c(CC)c2C#N)no1	/	82	/	98	101	-5	/	-8	4
Fc1ccc(Cn2nnnc2CN2CCN(C3CCCC3)CC2)cc1	-0.35	90	-6	90	100	5	-2	6	4
Cc1ccc(S(=O)(=O)Nn2c(C)nnc2-n2nc(C)cc2C)cc1	-0.42	68	20	99	106	1	-8	-2	-2
Cc1ccc(NC(=O)c2c(O)c3ccccc3n(C)c2=O)nc1	-0.29	13*	/	126	31*	-7	/	-9	-1
COc1ccc(N2CCN(S(=O)(=O)c3cccs3)CC2)cc1	-0.065	103	-1	112	93	-10	-4	-8	1
CCOCN(C(=O)Cn1c(COC)nc2ccccc21)c1c(C)cccc1CC	-0.62	56	7	104	105	3	-4	27	-3
Cc1ccc2c(NC(=O)C3CC3)c(C)ccc2n1	-0.95	98	-18	94	93	-4	1	-7	-8
O=C(CN(C(=O)c1cc2c(s1)CCC2)C1CCCC1)NCc1cccs1	0.0089	66	-2	98	92	-4	-6	-7	-6
Cc1ccc(NC(=O)CCC(=O)NNS(=O)(=O)c2ccccc2)c(C)c1	0.15	/	15	/	/	12	-5	-5	2
COc1ccc(C2c3c4c(n(C)c3CCN2C)CCN(C)C4c2ccc(OC)cc2)cc1 (configuration not stated)	-1.6	85	11	82	92	-3	-5	3	-11
CCOC(=O)N1CCC(NC(=O)C2CCCN(S(=O)(=O)c3ccc4c(c3)oc(=O)n4C)C2)CC1 (configuration not stated)	-1.3	98	-3	100	104	1	-5	10	-6
CCCC(=O)NCCc1ccc(S(N)(=O)=O)cc1	-1.5	103	18	88	89	0	-3	-7	-5
O=C(NC1CCCCCC1)c1cc(S(=O)(=O)N2CCOCC2)ccc1N1CCCCC1	0.4	73	1	96	95	-7	-4	18	1
Cc1nn(CCOc2ccccc2)c(=O)n1-c1ccccc1	-0.9	/	-1	/	/	3	-7	-12	9
CC(C)(C)c1cc(NC(=O)COC(=O)c2ccc3c(=O)n4c(nc3c2)CCC4)n(-c2ccccc2)n1	0.09	88	11	87	97	9	-9	-1	2
CN(C)CCCNc1c(C(=O)O)cnc2c1cnn2C	0.012	/	17	/	/	-3	-4	-1	-28
CC(C)Cn1c(N)c(C(=O)NCc2cccs2)c2nc3ccccc3nc21	0.4	1.8*	/	3.0*	74	6	/	36*	25
Cc1cc(NS(=O)(=O)c2ccc(OCCNS(C)(=O)=O)cc2)no1	-0.004	86	6	99	93	0	-2	12	-1
CC1=C/C(=N\OC(=O)/C=C/c2ccccc2)C(C)=CC1=O	-1.7	/	2	/	/	0	-5	2	1
COc1ccc(S(=O)(=O)N(CCc2ccccc2)CC(=O)O)cc1C	0.32	87	-3	90	92	-7	-8	-3	-4
O=C(O)CCC(=O)CCC(=O)c1ccc(Cl)cc1	-0.1	74	-13	101	115	-9	-4	-5	8
c1ccc2c(c1)ncn2CCN1CCCCC1	0.23	97	6	101	104	/	-7	/	/
Cc1ccc(NC(=O)NCCc2ccc(S(N)(=O)=O)cc2)cc1	0.85	97	18	95	102	-3	-8	9	-5
COc1cccc(NC(=O)C2CCCN(S(=O)(=O)c3cccc4cccnc34)C2)c1 (configuration not stated)	1	82	8	88	104	-3	-4	3	2
CCCCNC(=O)CCCn1c(=O)[nH]c2ccc(Br)cc2c1=O	0.87	78	/	109	104	-2	/	11	13
O=C(O)CCNS(=O)(=O)c1ccc2c(c1)Cc1ccccc1-2	1.2	92	7	90	92	-16	-4	-3	-1
COc1cccc(-n2c(C)nnc2SCC(=O)Nc2ccccc2N2CCOCC2)c1	-0.74	85	0	80	93	-9	-2	-8	-4
O=C(c1ccccc1Cl)N1N=C(c2ccc(Br)cc2)CC1c1nc2ccccc2[nH]1 (configuration not stated)	0.81	/	-8	/	/	-10	-5	64*	8
COC(=O)c1c2c(nc3ccccc13)CCC2	-0.89	87	-6	88	93	-2	-3	2	11
CC(=O)Nc1ccc(CN2CCCCCCC2)cc1	0.31	/	17	/	/	-4	-2	5	1
O=S(=O)(c1ccc(Oc2ccc(S(=O)(=O)N3CCOCC3)cc2)cc1)N1CCOCC1	0.33	91	/	106	100	-1	/	0	11
NC(=O)c1ccsc1NC(=O)CSc1nc2ccccc2c(=O)n1CCCO	0.18	93	-10	83	98	-1	-4	-3	-5
Cc1cc(C(F)(F)F)c(C#N)c(SCC(=O)NC(C)(C)C)n1	-0.62	96	/	101	/	1	/	1	-4
